Screening results from PubChem BioAssay.
VEEV TC-83 Vero – inhibitors of VEEV TC-83 cytopathic effect, confirmation, Vero cells (AID 588727); hit rate 0.13% among 350,000; inhibition, % at 20 µM, or IC50 in µM where a hit was titrated; Vero cells, VEEV TC-83 cytopathic effect inhibition; higher % means a stronger effect; in the data active = a potency from the dose series; inconclusive = inhibition mostly from about 14% at the one dose, without a potency; inactive = the rest, 99 in 100 with inhibition below about 12%; also: strong numbers were not always called active
M. tuberculosis – growth inhibition of non-replicating M. tuberculosis (AID 488890); Mycobacterium tuberculosis non-replicating, growth inhibition; higher % means a stronger effect; inhibition, % at 25 µM, or IC50 in µM where a hit was titrated; hit rate 0.39% among 320,000; in the data active = a potency from the dose series; inconclusive = inhibition mostly from about 82% at the one dose, without a potency; inactive = the rest, 99 in 100 with inhibition below about 76%;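 also: plate controls were DMSO cells for no effect and high antibiotic wells for full effect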
PhoP GFP inhibition – PhoP regulon inhibitors, Salmonella typhi PhoP promoter GFP reporter, confirmatory (AID 1850); one-dose inhibition, % at 50 µM; IC50 in µM for titrated hits; hit rate 0.33% among 310,000; Salmonella Typhi PhoP-promoter GFP reporter, fluorescence, 4 h; higher % means a stronger effect; in the data active = a potency from the dose series; inconclusive = inhibition mostly from about 25% at the one dose, without a potency; inactive = the rest, 99 in 100 with inhibition below about 19%;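 also: 0% = induced wells with vehicle and 100% = uninduced wells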
H37Rv inhibition – M. tuberculosis growth inhibition, HTS (AID 449762). hit rate 0.59% among 330,000. inhibition, % at 25 µM, or IC50 in µM where a hit was titrated. M. tuberculosis H37Rv growth inhibition, 7H9 media; higher % means a stronger effect; in the data active = a potency from the dose series; inconclusive = inhibition above about 70% without an active follow-up result;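 also: bacterial growth assessed after seven days of incubation; strong numbers were not always called active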
H1N1 NS1A inhibition – H1N1 influenza NS1A inhibitors, functional cell based assay (AID 504329) | NS1A functional cell-based assay, percent inhibition; higher % means a stronger effect | inhibition, % at 12.5 µM; hits with a dose series show IC50 in µM | hit rate 0.3% among 340,000; in the data active = a potency from the dose series; inconclusive = inhibition above about 27% without an active follow-up result; also: strong numbers were not always called active
Starred values were filed as active, the others as inactive; i = inactive; u = inconclusive; x = no result given.

smiles | H37Rv inhibition | PhoP GFP inhibition | H1N1 NS1A inhibition | M. tuberculosis | VEEV TC-83 Vero
Cc1c(NC(=O)c2ccc3c(c2)OCO3)c(=O)n(-c2ccccc2)n1C | -3% | 3% | -1% | -12% | 0.8%
Cn1c(N)c(N=Cc2ccccc2)c(=O)n(C)c1=O | x | x | -16% | x | 0.4%
O=C(COC(=O)CCC(=O)c1ccccc1)NNC(=O)c1ccc(Cl)cc1 | 1% | 0% | -4% | -4% | 5.2%
Clc1ccc(C2Nc3ccccc3-n3cccc32)cc1 (stereo unspecified) | -5% | -15% | 2% | -10% | 0.2%
O=C(O)CN1C(=O)/C(=C/c2ccccc2Cl)Oc2ccccc21 | 0% | 4% | -16% | 4% | i
Cc1[nH]c2ccccc2c1C(=O)CN1C(=O)NC(C)(c2ccc(Cl)cc2Cl)C1=O (stereo unspecified) | 56% | -5% | 1% | 23% | 4.2%
COCCN(C(=O)COC(=O)/C=C/c1ccc2c(c1)OCO2)c1c(N)n(Cc2ccccc2)c(=O)[nH]c1=O | -4% | 0% | -2% | -20% | 3.8%
Cc1[nH]n(C(C)(C)C)c(=O)c1Sc1ccc(Cl)cc1 | 0% | 11% | 20% | 4% | 1.9%
CS(=O)(=O)c1ccc(NCCc2ccccn2)c([N+](=O)[O-])c1 | 5% | 13% | -4% | 1% | 3.1%
CCOC(=O)[C@H]1[C@H]2COc3ccc(Br)cc3[C@@H]2N2C(=O)c3cc(F)c(F)cc3NC(=O)[C@@]12C | u | -12% | 18% | 35% | 1.2%
Cc1cc2cc3c(cc2nc1SCC(=O)O)OCCO3 | -9% | 1% | -6% | -14% | i
CC1=C/C(=C\C=C(C#N)C#N)N(C)c2ccccc21 | 6% | -16% | 9% | 3% | 2.6%
CCOc1ccc(OCC)c(NC(=O)C2CCN(S(=O)(=O)c3c(C)noc3C)CC2)c1 | -11% | -12% | 4% | 29% | 0.1%
CC(C)(C)c1ccc(OCCON2C(=O)CCC2=O)c(Cl)c1 | 0% | 10% | -10% | 1% | 1.6%
CCCn1c(=N)c(C#N)cc2c(=O)n3ccccc3nc21 | -2% | -7% | 7% | -11% | 0.2%
CN(C)CCCO[C@@H]1[C@H]2OC(C)(C)O[C@H]2O[C@@H]1[C@H](O)CO | 6% | 2% | -1% | 5% | i
N#CC(c1ccccc1F)(c1ncc(C(F)(F)F)cc1Cl)N1CCOCC1 (stereo unspecified) | -9% | -6% | -16% | -7% | i
Cc1cccc(NC(=O)c2cc(NC(=O)CCCC(=O)O)ccc2Cl)n1 | 2% | 7% | 5% | 18% | i
O=C(c1ccccc1)N1CCN(c2ccc([N+](=O)[O-])cc2-n2cccc2)CC1 | u | 2% | 8% | 27% | 3.3%
C=CCn1c(=O)c(C(=O)NCc2ccc3c(c2)OCO3)c(O)c2ccccc21 | 2% | 3% | 2% | 9% | 5.8%
COc1ccc(/C=C/C(=O)OCCCN(C)C)cc1 | 6% | 12% | -2% | -10% | i
O=C(Nc1nccs1)c1cccc(NC(=O)C(F)(F)F)c1 | -1% | 4% | -18% | 8% | i
O=C(Oc1cccc2c(OC(=O)N3CCOCC3)cccc12)N1CCOCC1 | -9% | 10% | -3% | -1% | 1.0%
COc1ccc(NC(=O)c2ccc(-c3ccccc3)cc2)cc1NS(=O)(=O)c1ccc(F)cc1 | -2% | -3% | 2% | 6% | 8.5%
O=c1c2ccccc2ncn1-c1ccc([N+](=O)[O-])c(C(F)(F)F)c1 | 11% | -1% | 5% | 44% | 0.2%
CC(=O)Nc1cccc(NC(=O)c2cc(-c3cccnc3)nc3ccc(Cl)cc23)c1 | 3% | -7% | -2% | x | 6.4%
CCOc1ccc(/C=C/C(=O)CCC(=O)O)cc1 | -1% | 4% | 4% | -3% | i
CCOCCn1c(SCc2ccccc2)nc2c1c(=O)[nH]c(=O)n2C | 1% | -2% | -14% | 13% | 7.3%
COc1ccc(CCNC(=O)C2CCN(S(=O)(=O)N3CCCCC3)CC2)cc1OC | -8% | -7% | 3% | 10% | 0.1%
CCCn1nc(Oc2nc(SC)nc(N(C)C)n2)ccc1=O | 6% | 7% | 0% | 3% | 6.2%
CC1(C(=O)Nc2ccc3c(c2)OCCO3)CC1(Cl)Cl (stereo unspecified) | -15% | 2% | -2% | -10% | 1.5%
CCOC(=O)c1ccc(NC(=O)c2c(N)n(Cc3ccccc3)c(=O)[nH]c2=O)cc1 | 2% | -7% | 3% | 6% | i
O=C(Nc1ccccc1Cl)c1csc(-c2cccnc2)n1 | 32% | -4% | 5% | 49% | 0.7%
Cc1sc2ncnc(NCC3COc4ccccc4O3)c2c1C (stereo unspecified) | 8% | -10% | 1% | 50% | 7.3%
O=C1NC(Cc2ccccc2)c2nc3ccc(Cl)cc3c(=O)n2-c2cc(Cl)ccc21 (stereo unspecified) | -2% | x | x | 29% | x
COc1ccc(NS(=O)(=O)c2cccc3ccccc23)cc1 | -1% | 4% | 2% | 8% | 3.4%
COc1ccccc1N1CCN(C(=O)CN2C(=O)c3cccc4cccc(c34)C2=O)CC1 | -1% | 0% | 7% | -3% | 8.5%
O=C(O)c1ccc(NS(=O)(=O)c2cccc3cccnc23)cc1 | -2% | 5% | -10% | -14% | 1.1%
CCC(CC)C(=O)Oc1c(Sc2ccccc2[N+](=O)[O-])c(C)nn1C(C)(C)C | 4% | -6% | -3% | 4% | 4.9%
COc1cccc(Nc2cc(N3CCOCC3)c3nonc3c2[N+](=O)[O-])c1 | 0% | -4% | -1% | -5% | 5.3%

Entries of single compounds as entered above.
COc1ccccc1N1CCN(C(=O)CN2C(=O)c3cccc4cccc(c34)C2=O)CC1 reads H37Rv inhibition: -1%; PhoP GFP inhibition: 0%; H1N1 NS1A inhibition: 7%; M. tuberculosis: -3%; VEEV TC-83 Vero: 8.5%
Cc1sc2ncnc(NCC3COc4ccccc4O3)c2c1C (stereo unspecified) reads H37Rv inhibition: 8%; PhoP GFP inhibition: -10%; H1N1 NS1A inhibition: 1%; M. tuberculosis: 50%; VEEV TC-83 Vero: 7.3%

Remaining list, next part
smiles | H37Rv inhibition | PhoP GFP inhibition | H1N1 NS1A inhibition | M. tuberculosis | VEEV TC-83 Vero
COc1ccc(C(=O)NCCSc2ccc(C)cc2)cc1 | 13% | -7% | 6% | 67% | i
COc1ccc2cc3cc(C(=O)N4CCN(C5CCCCC5)CC4)oc3nc2c1 | -4% | -1% | 0% | -2% | i
COC(=O)c1sccc1NC(=O)Nc1ccc(C)cc1 | 5% | 0% | -9% | 12% | 1.8%
Cc1cccc(C)c1NC(=O)COC(=O)c1c(C)nn(-c2ccccc2)c1C | -3% | x | 1% | 30% | 0.1%
COC(=O)[C@]1(S(=O)(=O)c2ccccc2)C[C@@H]2ON=C(c3ccc(OC)cc3)[C@@H]2C1 | 1% | 8% | 6% | -5% | 0.5%
CC(C)CC(NC(=O)c1ccco1)C(=O)Nc1ccc2c(c1)OCCO2 (stereo unspecified) | 9% | -1% | 10% | 17% | 0.8%
CN1C(=O)C(O)(c2nnc(-c3ccccc3)o2)c2ccccc21 (stereo unspecified) | -6% | 0% | 3% | -7% | 0.8%
CC(C)CNC(=S)NNC(=O)c1csc2c1CCC(C)C2 (stereo unspecified) | -1% | 2% | 7% | -5% | i
CC1CCc2nn(CC(=O)NC3CCCC(C)C3C)cc2C1 (stereo unspecified) | -3% | 7% | 12% | 25% | 0.3%
NC(=O)c1cc[n+](CC(=O)c2ccc(NC(=O)c3ccccc3)cc2)cc1 | 3% | 10% | 10% | -10% | i
Cc1cc(-c2ccc(Br)cc2)n[nH]1 | 0% | -8% | -1% | -1% | 0.8%
CC(C)(C)C(=O)Nc1nnc(CSCc2ccccc2F)s1 | 0% | 8% | -5% | 5% | 4.9%
O=C(NCCCN1CCN(c2cccc(Cl)c2)CC1)c1cccc(N2CCCC2=O)c1 | 6% | -19% | -8% | 25% | 1.4%
CC(=O)c1c(O)c2ccccc2n(Cc2ccccc2)c1=O | 8% | -8% | -1% | 73% | 1.8%
Cc1ccc(C)c(S(=O)(=O)N2CCN(C(=O)c3ccc4ccccc4n3)CC2)c1 | 1% | x | -2% | 20% | 8.2%
COc1ccc(NC(=O)CN(C)C(=O)c2cc(-c3cccs3)nn2-c2ccccc2)cc1 | 31% | 4% | 0% | 3% | 8.0%
Cc1ccc(C(=O)Nc2cccc(S(=O)(=O)N3CCCCC3)c2)cc1S(=O)(=O)N1CCOCC1 | x | x | -7% | x | 3.6%
O=C(COC(=O)c1cccs1)c1ccc2ccccc2c1 | u | -2% | 5% | u | i
CN(Cc1ccccc1)C(=O)CN1C(=O)c2ccccc2C1=O | 0% | -4% | -10% | -24% | 0.5%
CC12c3ccccc3C(c3ccccc31)C1C(=O)N(Cc3cccnc3)C(=O)[C@H]12 (stereo partly specified) | -25% | -13% | 4% | 28% | i

A run of entries from further up, for reference:
smiles | H37Rv inhibition | PhoP GFP inhibition | H1N1 NS1A inhibition | M. tuberculosis | VEEV TC-83 Vero
CN(Cc1ccccc1)C(=O)CN1C(=O)c2ccccc2C1=O | 0% | -4% | -10% | -24% | 0.5%
CC12c3ccccc3C(c3ccccc31)C1C(=O)N(Cc3cccnc3)C(=O)[C@H]12 (stereo partly specified) | -25% | -13% | 4% | 28% | i

Reformatted field by field: part of the list above
> CC(C)CC(NC(=O)c1ccco1)C(=O)Nc1ccc2c(c1)OCCO2 (stereo unspecified)
  H37Rv inhibition: 9%
  PhoP GFP inhibition: -1%
  H1N1 NS1A inhibition: 10%
  M. tuberculosis: 17%
  VEEV TC-83 Vero: 0.8%

> CC1CCc2nn(CC(=O)NC3CCCC(C)C3C)cc2C1 (stereo unspecified)
  H37Rv inhibition: -3%
  PhoP GFP inhibition: 7%
  H1N1 NS1A inhibition: 12%
  M. tuberculosis: 25%
  VEEV TC-83 Vero: 0.3%

> COC(=O)c1sccc1NC(=O)Nc1ccc(C)cc1
  H37Rv inhibition: 5%
  PhoP GFP inhibition: 0%
  H1N1 NS1A inhibition: -9%
  M. tuberculosis: 12%
  VEEV TC-83 Vero: 1.8%

Going on with the list.
smiles | H37Rv inhibition | PhoP GFP inhibition | H1N1 NS1A inhibition | M. tuberculosis | VEEV TC-83 Vero
Cc1ccc(C(CC(=O)N2CCCC2)c2ccccc2)c(O)c1C (stereo unspecified) | -9% | 5% | -2% | 11% | 8.2%
COc1ccccc1N1CCN(C2CCCN(C(=O)CCC(C)=O)C2)CC1 (stereo unspecified) | -7% | 3% | -5% | -8% | 0.4%
C[C@@H](C(=O)Nc1cccc(S(=O)(=O)N2CCOCC2)c1)N1C(=O)C2CC=CCC2C1=O (stereo partly specified) | -2% | -2% | 0% | -15% | 1.4%
O=C(c1ccc(OC2CCN(Cc3cccc(OCCO)c3)CC2)cc1)N1CCCC1 | 14% | -15% | 5% | -4% | i
OCc1ccccc1N=c1ssnc1Cl | u | 0% | x | u | x
COc1ccccc1OCC(=O)NCCc1nc2ccccc2[nH]1 | 3% | 3% | -16% | 11% | 1.5%
CCOC(=O)c1oc2ccccc2c1NC(=O)COc1ccc(F)cc1 | 3% | -5% | 22% | 4% | 0.3%
O=C(NCc1ccco1)c1ccc2c(c1)C(=O)N(C1CCCCC1)C2=O | -16% | -9% | -12% | 11% | 2.0%
Cc1cccc(-n2nc(CC#N)c(C#N)c2N)c1 | 0% | -12% | -2% | -1% | i
Cn1c(=NC(=O)c2ccc3c(c2)OCCO3)sc2cc(S(C)(=O)=O)ccc21 | -2% | 0% | 1% | 2% | i
O=C(CSc1nnc(CN2CCOCC2)n1-c1ccc(Cl)cc1)Nc1ccc2c(c1)OCO2 | -6% | -9% | 1% | -3% | 0.7%
O=C(CSCc1ccc(F)cc1)NC1CCCC1 | -9% | -1% | 0% | -2% | 0.7%
CCN(CC)CCCNC(=O)CCC(=O)Nc1ccc2nc(N3CCCCC3)cc(C)c2c1 | 3% | 12% | -3% | 12% | 0.7%
CCS(=O)(=O)c1nc2ccccc2n1Cc1ccccc1Cl | -8% | 0% | -5% | x | 1.2%
O=C1CS/C(=N/N=C/c2ccco2)N1Cc1ccc(F)cc1 | 6% | 4% | x | -5% | i
COC(=O)C1=C(C)N(C)C(=S)NC1c1cc(OC)ccc1OC (stereo unspecified) | -2% | 0% | -3% | -5% | i
COc1ccc(CCN(C)C(=O)CNC(=O)c2ccc3c(c2)OCO3)cc1OC | 4% | -2% | 10% | 3% | 0.2%
COc1ccc(NC(=O)N2CCC(n3cnc4ccccc43)CC2)cc1 | 3% | 7% | 1% | 20% | 0.7%
COc1ccccc1Nc1nc(N)nc(CSCCO)n1 | -5% | 5% | -4% | 1% | 1.6%
Cc1c(NC(=O)c2cc(-c3ccccc3O)on2)c(=O)n(-c2ccccc2)n1C | 3% | 3% | -6% | 7% | 3.7%
CCN(CC(=O)Nc1ccc(OC)cc1)C(=O)CSCC(=O)Nc1ccc(C)cc1 | -2% | -11% | -4% | 0% | 1.3%
